FBPA coupling cs – counter-screen for Giardia aldolase inhibitors: coupling enzyme system. activity change, negative = inhibition, % at 58.2 µM, hits read low. hit rate 0.67% among 290,000. AID 2472. coupling enzyme system counterscreen, AmpLite Red fluorescence; in the data active means activity change below about -30%; further: on the % scale 0 is the no-effect control and ±100 the full control effect
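Compounds tested against the coupling enzymes alone at 57.5 uM final; readout was AmpLite Red fluorescence (525/598 nm) after 20 min at RT.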
hERG WT inh – blocks the wildtype human KCNH2 potassium channel. Q12809. U2OS, BacMam KCNH2, thallium flux FluxOr; stronger effect = lower value. activity change, % at 1.84 µM. hit rate 0.37% among 340,000. AID 720551;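 active means maximum activity change below -70%; inconclusive means maximum activity change between -70% and -50%; inactive means maximum activity change above -50%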; further: on the % scale 0 is the no-effect control and ±100 the full control effect
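U2OS cells transduced with wild-type KCNH2 virus are loaded with FluxOr dye for 45 min, and thallium flux is measured in kinetic reads before and after stimulation buffer. Rate constants are normalized to DMSO controls.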
A-T KAP1 phos – candidate therapy for ataxia-telangiectasia. Potency, µM (highest dose often 57.5 µM), for the others: at the top dose activation, most hits filed as activators. AID 485349. […] A-T fibroblasts, KAP-1 phosphorylation AlphaLISA; neocarzinostatin DNA damage 30 min before lysis. hit rate 0.19% among 320,000; further: potency means the concentration at half of the fitted maximal effect; % of control where 0% means no effect; nearly all actives have a fitted effect of over 45% in size
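ATM-like activity read as KAP-1 phosphorylation via AlphaLISA donor/acceptor antibody pairs after lysis and 6 hr at 25C. Cells were ATM-null patient fibroblasts ([…], hTERT), dosed 60 min, then exposed to the DSB inducer NCS for 30 min.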
Integrin act MD – activators of alpha7 integrin expression for muscular dystrophy. alpha7betagal myoblasts, beta-gal FDG fluorescence, 48 h. AID 624291. hit rate 0.064% among 350,000. Potency, µM (top dose mostly 38.3 µM), inactives show at the top dose activation, actives largely listed as activators;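 further: potency means the concentration at half of the fitted maximal effect; 100% = response of the positive control SU9516; nearly all actives have a fitted effect of over 60% in size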
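Alpha7betagal+/- myoblasts (passage 13) were plated 16-24 hr, then exposed to compounds (1:260 dilution of DMSO stock) for 48 hours at 37C. After MPER lysis, β-galactosidase reporter activity was read as FDG fluorescence (ex 480/em 540) after 30 minutes.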
S-ASM inh – human S-ASM enzyme inhibition; P17405; placental ASM, HMU-PC fluorogenic substrate, 60 min; Potency, µM (top dose mostly 57.5 µM), without a hit: at the top dose activity change, negative = inhibition, actives largely listed as inhibitors; hit rate 0.006% among 340,000; AID 504937; further: potency means the concentration at half of the fitted maximal effect
Target sequence (P17405 47-631 limits assumed): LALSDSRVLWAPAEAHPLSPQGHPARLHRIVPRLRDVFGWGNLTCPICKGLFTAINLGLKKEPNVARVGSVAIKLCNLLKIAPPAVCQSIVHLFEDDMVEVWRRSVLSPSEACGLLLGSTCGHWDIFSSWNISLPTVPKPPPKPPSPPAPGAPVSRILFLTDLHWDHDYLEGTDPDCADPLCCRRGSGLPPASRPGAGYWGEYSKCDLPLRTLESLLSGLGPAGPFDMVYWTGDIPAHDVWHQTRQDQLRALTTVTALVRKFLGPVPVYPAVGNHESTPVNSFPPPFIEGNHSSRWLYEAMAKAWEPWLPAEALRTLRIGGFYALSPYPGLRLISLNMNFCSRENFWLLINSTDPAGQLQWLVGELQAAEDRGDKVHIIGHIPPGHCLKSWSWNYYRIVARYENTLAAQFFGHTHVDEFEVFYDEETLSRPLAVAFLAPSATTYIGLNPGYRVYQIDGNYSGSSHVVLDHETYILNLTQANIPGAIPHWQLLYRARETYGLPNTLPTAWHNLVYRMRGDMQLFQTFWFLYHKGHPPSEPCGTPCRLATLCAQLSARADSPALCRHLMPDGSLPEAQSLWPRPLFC
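Fluorescence read-out (Ex 386 nm, Em 447 nm) after stopping the reaction at pH 10. Enzyme: ASM from human placenta; substrate HMU-PC0, 9 uM final; 60 min, 37 °C. Compound preincubation 10 min, ambient temperature.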
CXXC DNA block – blocks binding of human MLL CXXC domain to DNA; MLL-CXXC / FITC-HOXA9 DNA fluorescence polarization; hit rate 0.037% among 290,000; Q03164; Potency, µM (titrated, usually from 115 µM), for the others: at the highest dose activity change, negative = inhibition, most hits filed as inhibitors; AID 2662; active means well fitted inhibition curve with a large enough effect in the polarisation, with a control signal flat, not every such curve was filed as active; inconclusive means small, poorly fitted or top-dose-only effect, or effect the other way, or a change in a side signal; inactive means no such curve, though single readings can be large or run the other way; the % refers to the polarisation; further: potency means the concentration at half of the fitted maximal effect
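Fluorescence polarization: 7 uM MLL-CXXC (stock) preincubated 5 min with compounds, then 50 nM fluorescein-HOX-A9 DNA (stock) added; 30 min ambient. Buffer 50 mM Tris-HCl pH 7.5, 50 mM NaCl, 1 mM DTT, 0.05% BSA.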
MBNL1 CUG block – MBNL1-poly(CUG) RNA binding inhibition | AID 2675 | hit rate 0.036% among 280,000 | Q9NR56 | Potency, µM (titrated, usually from 57.5 µM), for inactives: at the top dose activity change, negative = inhibition, actives largely listed as inhibitors | TR-FRET MBNL1-His/biotin-(CUG)12 binding, 665/545 ratio; active means well fitted inhibition curve with a large enough effect in the signal ratio, with a control signal flat, not every such curve was filed as active; inconclusive means small, poorly fitted or top-dose-only effect, or effect the other way, or a change in a side signal; inactive means no such curve, though single readings can be large or run the other way; the % refers to the signal ratio; further: potency means the concentration at half of the fitted maximal effect; on the % scale 0 is the no-effect control and ±100 the full control effect
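His-tagged MBNL1 binding to biotinylated (CUG)12 RNA was measured by TR-FRET using terbium anti-His antibody (0.055 ng/ul final) and streptavidin-XL665 (5 nM final). Compounds were titrated 92 nM to 58 uM; 60 min at room temperature.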
KCNH2 3.1 block – inhibitors of human KCNH2 3.1 potassium channel isoform; U2OS KCNH2 3.1, thallium flux FluxOr; stronger effect = lower value; activity change, % (tested at about 1.8 µM); hit rate 0.95% among 340,000; AID 720553;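 active means maximum activity change below -70%; inconclusive means maximum activity change from -70% to -50%; inactive means maximum activity change above -50%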;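 further: thallium influx rate constant from kinetic fluorescence after stimulation buffer; on the % scale 0 is the no-effect control and ±100 the full control effect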
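Normalized rate constant (relative to positive and negative DMSO controls) derived from a 2 min kinetic fluorescence read after stimulation; U2OS cells expressing the 3.1 isoform via virus at 1.77 x 10^8 /mL.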
TRPV1 ag – human TRPV1 agonism; TRPV1-expressing cells, Fluo-8 calcium influx, agonist mode; hit rate 0.19% among 320,000; activation, % at 8.33 µM; Q8NER1; AID 540275; in the data active means activation above about 80%; inconclusive means between about 30% and that limit; further: 0% is about no effect
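Fluo-8 calcium influx in TRPV1-expressing cells, kinetic read (ex 480/em 520 nm). Compound added and read 3 min for agonist activity, followed by capsaicin at EC20 final and 2 min further read for enhancement.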
GALK inhibitor – inhibitors of human galactokinase | P51570 | Purified GALK, Kinase-Glo residual ATP luminescence | Potency, µM (highest dose often 57.5 µM), for inactives: at the top dose activity change, negative = inhibition, most hits filed as inhibitors | hit rate 0.007% among 270,000; further: potency means the concentration at half of the fitted maximal effect; on the % scale 0 is the no-effect control and ±100 the full control effect
Target sequence (P51570 whole entry, looked up): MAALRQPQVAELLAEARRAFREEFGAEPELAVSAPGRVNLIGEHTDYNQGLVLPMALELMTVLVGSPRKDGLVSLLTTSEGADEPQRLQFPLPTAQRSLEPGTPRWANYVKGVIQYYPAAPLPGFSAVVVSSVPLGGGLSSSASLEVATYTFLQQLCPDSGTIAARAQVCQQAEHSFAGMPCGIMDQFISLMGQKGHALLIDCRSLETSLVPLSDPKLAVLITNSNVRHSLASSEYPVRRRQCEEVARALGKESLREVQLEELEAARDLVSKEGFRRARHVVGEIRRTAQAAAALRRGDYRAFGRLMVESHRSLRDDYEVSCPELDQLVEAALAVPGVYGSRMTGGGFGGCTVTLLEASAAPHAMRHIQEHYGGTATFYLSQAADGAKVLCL
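Luminescence from leftover ATP (Ultra-Glo luciferase/luciferin) served as read-out after a 1 h room-temperature reaction of 5 nM GALK with 35 uM ATP and 100 uM galactose.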
* hit, by the source's call; i = inactive; ? = inconclusive; · = no result given; [ ] = remark or other dose. Unless noted, the call rests on the fitted dose curve; in most records, active means well fitted curve in the direction sought with a large enough effect; inconclusive means small, poorly fitted or top-dose-only effect, or another doubt; inactive means no such curve, though single readings can be large; an effect the other way counts as inactive or inconclusive.

no.	SMILES	FBPA coupling cs	hERG WT inh	A-T KAP1 phos	Integrin act MD	S-ASM inh	CXXC DNA block	MBNL1 CUG block	KCNH2 3.1 block	TRPV1 ag	GALK inhibitor
1	COc1ccc(S(=O)(=O)Nc2ccccc2C(=O)NCc2cccnc2)cc1OC	2	4	-1%	7%	9%	-6%	-3%	14	0	-1%
2	CCc1cccc(OCC(O)Cn2c(N3CCCCC3)nc3c2c(=O)[nH]c(=O)n3C)c1 (stereo not given)	-1	4	-1%	-37%[inhibitor]	-3%	-13%	2%	11	6	0%
3	O=C(COc1ccc(Cl)cc1)NCCS(=O)(=O)N1CCN(c2ccc(F)cc2)CC1	0	7	12%	21%	-2%	3%	-5%	-16	4	-6%
4	CC1CN(C(=O)C(Sc2ccccc2)c2ccccc2)CC(C)O1 (stereo not given)	0	0	-2%	-13%	1%	9%	?	-1	26	1%
5	CCOc1ccc2cc(C3CC(c4ccco4)=NN3S(=O)(=O)c3ccccc3)c(Cl)nc2c1 (stereo not given)	-1	8	14%	?	2%	6%	13%	-18	0	2%
6	CCC1CCCCN1C(=O)CSc1n[nH]c(N)n1 (stereo not given)	·	2	2%	2%	3%	·	·	0	·	·
7	O=C(c1cccs1)N(Cc1ccco1)Cc1cc2ccccc2[nH]c1=O	-3	33	7%	-19%	0%	4%	0%	1	2	0%
8	Cc1ccccc1C(=O)N1CCC(n2nccc2NC(=O)CCOc2ccccc2)CC1	·	-5	-3%	15%	2%	0%	0%	-3	2	2%
9	O=C(Nc1nnc(-c2ccc3c(c2)CCCC3)o1)c1c(F)cccc1F	13	-5	-2%	-13%	0%	27%	-1%	21	-4	-4%
10	CC(C)(C)C(=O)CSc1ncnc2c1cnn2-c1ccccc1	1	5	?	-5%	-2%	9%	2%	8	8	1%
11	O=C1CN(C(=S)Nc2ccc(OC(F)F)cc2)CCN1	2	6	-9%	5%	3%	-6%	-2%	0	1	9%
12	Cc1cccc(CNC(=O)C2CCCN(c3nn4c(=O)cc(C)nc4s3)C2)c1 (stereo not given)	1	8	5%	-16%	-4%	·	1%	-3	-1	·
13	C=CCn1c(-c2ccccc2OC)n[nH]c1=S	4	-6	0%	21%	0%	-1%	-9%	3	0	·
14	Cc1cccc(C)c1NC(=O)C1=C(O)c2sccc2N(C)S1(=O)=O	10	i	0%	?	8%	5%	0%	5	-1	-2%
15	Cc1nc2c(-c3ccc(F)cc3)c(C)nn2c(C)c1CCC(=O)NCc1ccco1	2	-14	9%	-5%	4%	-17%	7%	-13	?	2%
16	COCCCn1c(SCC(=O)Nc2nc3ccccc3s2)nnc1-c1ccoc1C	-1	16	3%	-9%	4%	-6%	1%	-13	0	-3%
17	O=C(Cc1ccccc1)NCCc1cn2ccsc2n1	5	15	13%	4%	-1%	3%	-2%	-4	·	2%
18	CCOC(=O)C1(CC2CC2)CCN(C(=O)c2cc(C)nc3ccc(CC)cc23)CC1	5	1	2%	34%	-2%	8%	-6%	-1	?	1%
19	Cc1cc2[nH]c(=O)c(=O)[nH]c2cc1S(=O)(=O)N1CCN(c2ccccc2)CC1	1	-5	3%	5%	-7%	·	1%	8	-4	·
20	Cc1ccc(C)c(SCC(=O)N(C)CC(=O)Nc2ccc(N3CCOCC3)cc2)c1	·	-1	3%	-4%	1%	·	·	-20	4	·
21	COc1ccccc1N1CCN(c2ccc(N3C(=O)CCC3=O)cc2[N+](=O)[O-])CC1	3	-7	-4%	13%	-7%	-7%	?	-1	-1	2%
22	S=C(NCc1cccnc1)Nc1ccc(Cl)c(Cl)c1	0	-23	5%	-24%	2%	1%	-9%	-16	?	0%
23	COc1ccc(CNCc2cn(-c3cccc(F)c3)nc2-c2ccc(C)o2)cc1	-1	7	-4%	-58%[inhibitor]	3%	2%	-8%	4	21	2%
24	O=C(CN(Cc1ccccc1Cl)C(=O)CNS(=O)(=O)c1ccccc1)NCC1CCCO1 (stereo not given)	0	-2	2%	-39%	5%	2%	-1%	-8	-2	11%
25	CC(C)(C#N)NC(=O)C(=O)c1c(-c2ccccc2)cc2ccccn12	1	-5	-2%	24%	-6%	9%	?	-5	-3	5%
26	O=C(CSc1nnc(COc2ccccc2)n1Cc1ccco1)Nc1ccc2c(c1)OCCO2	1	1	-4%	-1%	0%	0%	-1%	-9	0	-4%
27	CC(=O)c1ccc(S(=O)(=O)NCC(=O)NC(c2nc3ccccc3[nH]2)C(C)C)cc1 (stereo not given)	·	-6	5%	24%	14%	·	·	-24	·	·
28	COc1cc(OC)c(C(=O)OCC(=O)Nc2nnc(-c3ccccc3)o2)cc1OC	·	-6	-9%	0%	2%	·	·	-13	-1	·
29	O=C(NCC1CCCO1)c1sc2cc(Cl)ccc2c1Cl (stereo not given)	4	1	15%	-17%	4%	7%	18%	0	-1	0%
30	CN1CCN(C(=O)C2=C[C@H](c3ccc(C(F)(F)F)cc3)C[C@H](OCc3ccc(CO)cc3)O2)CC1	1	·	-11%	11%	6%	-6%	-8%	·	10	3%

3 entries from above, in transposed form.
18	CCOC(=O)C1(CC2CC2)CCN(C(=O)c2cc(C)nc3ccc(CC)cc23)CC1
7	O=C(c1cccs1)N(Cc1ccco1)Cc1cc2ccccc2[nH]c1=O
21	COc1ccccc1N1CCN(c2ccc(N3C(=O)CCC3=O)cc2[N+](=O)[O-])CC1

screen / no.	18	7	21
FBPA coupling cs	5	-3	3
hERG WT inh	1	33	-7
A-T KAP1 phos	2%	7%	-4%
Integrin act MD	34%	-19%	13%
S-ASM inh	-2%	0%	-7%
CXXC DNA block	8%	4%	-7%
MBNL1 CUG block	-6%	0%	?
KCNH2 3.1 block	-1	1	-1
TRPV1 ag	?	2	-1
GALK inhibitor	1%	0%	2%

Next part
no.	SMILES	FBPA coupling cs	hERG WT inh	A-T KAP1 phos	Integrin act MD	S-ASM inh	CXXC DNA block	MBNL1 CUG block	KCNH2 3.1 block	TRPV1 ag	GALK inhibitor
31	Cc1n[nH]c(=O)nc1N/N=C/c1cccs1	-2	-4	-2%	-14%	-2%	3%	?	·	-1	7%
32	Cc1nnc(Nc2ccc(C(=O)NCCO)cc2)c2ccccc12	1	-2	0%	4%	1%	-2%	4%	7	-2	3%
33	COc1cccc(NC(=O)c2cc([N+](=O)[O-])ccc2N2CCN(C)CC2)c1	1	28	-11%	2%	-6%	0%	?	·	-6	-2%
34	O=[N+]([O-])c1ccc(Oc2c(F)c(F)nc(N3CCCC3)c2F)cc1	0	-4	·	12%	-6%	2%	-3%	-15	11	0%
35	CC(C)(C)OC(=O)N1CCC(C(=O)N[C@@H](Cc2ccccc2)C(=O)O)(c2ccccc2)CC1	9	-1	3%	15%	9%	-4%	3%[11.5 µM]	-2	3	·
36	COCCN(C(=O)COC(=O)/C=C/c1ccc(Cl)c(Cl)c1)c1c(N)n(Cc2ccccc2)c(=O)[nH]c1=O	·	18	·	-26%	-2%	·	·	-7	·	·
37	CSCCC(NC(=O)c1ccc(=O)n(C)n1)c1nc2ccccc2[nH]1 (stereo not given)	1	2	3%	-1%	1%	5%	2%	-5	1	2%
38	CC(c1cccnc1)N(C(=O)Nc1ccccc1)C1CCCCC1 (stereo not given)	0	-8	12%	-28%	3%	-13%	-2%	6	·	2%
39	Cc1cccc(NC(=O)Cn2nnc(C(=O)NCc3ccco3)c2N)c1	-1	2	-3%	29%	-2%	-17%	2%	10	7	4%
40	O=C(NCc1cccnc1)C1CCN(S(=O)(=O)c2cc(Cl)ccc2Cl)CC1	2	2	5%	-34%	0%	-5%	?	4	?	18%

Entries of single compounds as entered above. Values in the order: FBPA coupling cs, hERG WT inh, A-T KAP1 phos, Integrin act MD, S-ASM inh, CXXC DNA block, MBNL1 CUG block, KCNH2 3.1 block, TRPV1 ag, GALK inhibitor
Results for COCCN(C(=O)COC(=O)/C=C/c1ccc(Cl)c(Cl)c1)c1c(N)n(Cc2ccccc2)c(=O)[nH]c1=O = ·, 18, ·, -26%, -2%, ·, ·, -7, ·, ·
Results for O=C(NCc1cccnc1)C1CCN(S(=O)(=O)c2cc(Cl)ccc2Cl)CC1 = 2, 2, 5%, -34%, 0%, -5%, ?, 4, ?, 18%

Source: PubChem
